High-throughput results (PubChem)
aSyn yeast inh – qHTS of alpha-syn Inhibitors; Yeast expressing alpha-synuclein, growth rescue, BacTiter-Glo, 24 h; hit rate 0.14% among 370,000; AID 652106, 2013; Potency, µM (top dose mostly 46.1 µM), without a hit: at the top dose growth rescue (activation), hits mostly activators; further: potency means the concentration at half of the fitted maximal effect; % of control where 0% means no effect; nearly all actives have a fitted effect of over 65% in size
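Screening used galactose-induced yeast with toxic alpha-synuclein levels, exposed to compound for 24 hr at 30 deg C. Cell growth, read with BacTiter-Glo luminescence, gave the measured signal.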
GLP1R ag – qHTS of GLP-1 Receptor Agonists | HEK293 GLP-1R CRE-luciferase, luminescence, 4-6 h; cells express a hypersensitive GLP-1R form | hit rate 0.007% among 380,000 | AID 624172, 2012 | Potency, µM (highest dose often 45.6 µM), for inactives: top-dose activation, hits mostly activators | Glucagon-like peptide 1 receptor (Homo sapiens), P43220; further: potency means the concentration at half of the fitted maximal effect; % of control where 0% means no effect
Target sequence (P43220 whole entry, looked up): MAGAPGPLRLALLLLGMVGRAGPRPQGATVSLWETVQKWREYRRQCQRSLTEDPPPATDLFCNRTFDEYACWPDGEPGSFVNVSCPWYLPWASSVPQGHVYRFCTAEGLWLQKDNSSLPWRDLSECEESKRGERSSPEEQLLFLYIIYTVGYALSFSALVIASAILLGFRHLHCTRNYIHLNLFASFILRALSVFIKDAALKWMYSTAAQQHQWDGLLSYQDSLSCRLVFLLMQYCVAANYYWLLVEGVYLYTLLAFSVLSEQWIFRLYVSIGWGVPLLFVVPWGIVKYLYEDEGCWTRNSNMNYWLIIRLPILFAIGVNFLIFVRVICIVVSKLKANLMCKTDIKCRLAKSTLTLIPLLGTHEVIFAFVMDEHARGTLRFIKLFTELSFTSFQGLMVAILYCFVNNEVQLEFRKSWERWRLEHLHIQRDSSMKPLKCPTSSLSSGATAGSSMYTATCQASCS
D3 antag – qHTS of D3 Dopamine Receptor Antagonist: qHTS | D(3) dopamine receptor (Homo sapiens), P35462 | D3R cells, DiscoveRx beta-arrestin luminescence, antagonist mode; hits give low values | max response, negative = inhibition, % | hit rate 2.5% among 360,000 | AID 652054, 2013; in the data active means max response below about -50%; inconclusive means no clear call, values can overlap the other calls; further: on the % scale 0 is the no-effect control and ±100 the full control effect; mostly tested at two doses, the higher about 12 µM
Target sequence (P35462 whole entry, looked up): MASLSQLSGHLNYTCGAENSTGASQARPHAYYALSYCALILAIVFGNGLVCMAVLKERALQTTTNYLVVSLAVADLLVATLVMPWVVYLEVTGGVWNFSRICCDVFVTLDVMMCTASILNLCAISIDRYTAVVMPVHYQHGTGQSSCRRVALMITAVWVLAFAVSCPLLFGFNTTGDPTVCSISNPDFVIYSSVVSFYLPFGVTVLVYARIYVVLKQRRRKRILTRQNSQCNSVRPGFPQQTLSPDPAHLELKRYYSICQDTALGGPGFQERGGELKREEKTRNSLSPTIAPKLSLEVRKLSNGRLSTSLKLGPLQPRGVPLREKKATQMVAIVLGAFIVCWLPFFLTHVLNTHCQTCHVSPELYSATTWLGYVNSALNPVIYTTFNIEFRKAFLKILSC
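Cells expressing the human receptor were seeded at 1500 cells/well, incubated overnight at 37 degrees C in 5% CO2, then exposed to library compounds with dopamine controls for 90 minutes at 37 degrees C before luminescent detection.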
Akt phos inh – HTS Assay for Inhibitors of Akt Phophorylation: Primary Screen. Neuro2A IGF-stimulated pAkt S473 HTRF, 20 min; hits give low values. activity change, % for hits at 50 µM. hit rate 0.32% among 360,000. AID 651550, 2012; in the data active means activity change below about -80%; inconclusive means mostly about -51% to -80%; further: on the % scale 0 is the no-effect control and ±100 the full control effect
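Neuro2A cells (4,500/well, DMEM with 0.5% FBS) were treated with compound at a single 50 µM final concentration, stimulated with 6 nM IGF for 20 min at 37 °C, and lysed. Phospho-Akt Ser473 was read by HTRF as 665/615 ratio ×10^4.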
GLP1R inv ag – qHTS of GLP-1 Receptor Inverse Agonists (Inhibition Mode); Glucagon-like peptide 1 receptor (Homo sapiens), P43220; hit rate 1.6% among 410,000; Potency, µM (highest dose often 38.3 µM), inactives show top-dose activity change, negative = inhibition, most hits filed as inhibitors; HEK293 GLP-1R CRE-luciferase, luminescence, 24 h; GLP-1R form is constitutively active; further: potency means the concentration at half of the fitted maximal effect; on the % scale 0 is the no-effect control and ±100 the full control effect; nearly all actives have a fitted effect of over 55% in size
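HEK293 cells stably co-expressing a cAMP-responsive luciferase reporter and constitutively active GLP-1R were seeded, incubated 12 h, then exposed to compounds for 24 h at 37 C. Luminescence was read 12 min after detection reagent; inverse agonists lower signal.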
PTHR1 agonist – qHTS for PTHR1 Agonists: Primary Screen. Parathyroid hormone/parathyroid hormone-related peptide receptor (Homo sapiens), Q03431. HEK293 GP2 PTHR1 cells, GloSensor cAMP luminescence, 1 h. Potency, µM (series often up to 115 µM), inactives show at the highest dose activation, usual class: activators. hit rate 0.075% among 410,000; further: potency means the concentration at half of the fitted maximal effect; nearly all actives have a fitted effect of over 55% in size; some results filed as inactive show a strong effect at the top dose; inactives centre near -15; many of its hits are not listed in these tables
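HEK-293-derived GP2 cells expressing PTHR1 and a GloSensor cAMP reporter, 3,000/well, plated overnight, given luciferin plus IBMX (each 0.5 mM as added) for 1 h at 37 °C, then compound for 1 h at 37 °C. Luminescence was read after 15 min at room temperature.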
TDP-43 yeast inh – qHTS of TDP-43 Inhibitors | TDP-43 expressing yeast growth rescue, BacTiter-Glo, 24 h | Potency, µM (titrated, usually from 46.1 µM), for inactives: at the highest dose growth rescue (activation), usual class: activators | hit rate 1.8% among 410,000; further: potency means the concentration at half of the fitted maximal effect; % of control where 0% means no effect; nearly all actives have a fitted effect of over 50% in size
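Galactose-induced TDP-43 yeast, OD600=0.02, compound pinned; 24 hr, 30 deg C; BacTiter-Glo luminescence for growth. Inhibitors of TDP-43 toxicity read as activators.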
Abeta yeast res – qHTS for compounds that reverse cellular toxicity of Amyloid beta (A-beta) peptide in yeast: Primary Screen; Potency, µM (titrated, usually from 46.1 µM), for inactives: at the top dose growth rescue, most hits filed as activators; hit rate 0.063% among 410,000; yeast expressing A-beta42, growth rescue, OD600, 48 h; response scale: 0% DMSO, 100% iron-clioquinol control; further: potency means the concentration at half of the fitted maximal effect; nearly all actives have a fitted effect of over 55% in size
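Growth rescue measured by 600 nm absorbance after 48 h yeast culture at 30 C with compound. Values normalized between DMSO and an equimolar ferric chloride plus clioquinol control.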
FUS suppressor – qHTS for Suppressors of FUS Proteinopathy: Primary screen using FUS-linked yeast assay | S. cerevisiae FUS-expressing, growth rescue, OD600, 24 h | Potency, µM (titrated, usually from 76.6 µM), for inactives: at the top dose growth rescue (activation), hits mostly activators | hit rate 0.24% among 390,000;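 further: potency means the concentration at half of the fitted maximal effect; plate controls were DMSO vehicle for no effect and reference control for full effect; nearly all actives have a fitted effect of over 55% in size; some results filed as inactive show a strong effect at the top dose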
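Yeast FUS proteinopathy model; galactose-induced FUS (2%), starting OD 0.005. Cpds in dilution series, 24hr, 30C, 99% humidity. Abs 600 nm growth. Pos ctrl CP55940 (top 92uM final); neg ctrl DMSO.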
The depositor's hits bear a star; i = inactive; u = inconclusive; x = not tested or not shown; [ ] = dose if it differs, or a comment. Unless noted, the call rests on the fitted dose curve; in most records, active means well fitted curve in the direction sought with a large enough effect; inconclusive means small, poorly fitted or top-dose-only effect, or another doubt; inactive means no such curve, though single readings can be large; an effect the other way counts as inactive or inconclusive. This is a subset. The share of hits here may be higher or lower than overall.

SMILES	aSyn yeast inh	GLP1R ag	D3 antag	Akt phos inh	GLP1R inv ag	PTHR1 agonist	TDP-43 yeast inh	Abeta yeast res	FUS suppressor
CC(C)COc1ccc(C(=O)Nc2scc(-c3ccc(Br)cc3)c2C(=O)OC(C)C)cc1	x	x	x	x	3%	i	12%	-5%	-12%
Nc1ccc(Oc2c(Cl)cccc2Cl)nc1	6%	-2%	10	i	2%	-18%	20%	6%	20%
CCOCCCn1c(=N)c(C(=O)NC2CCCC2)cc2c(=O)n3cccc(C)c3nc21	x	-2%	x	x	0%	-8%	4%	-10%	-9%
COc1ccc(C)cc1NC(=O)NCc1ccccc1F	-3%	2%	-13	i	-7%	-46%[inhibitor]	9%	-3%	-4%
CC(C)CN(C(=O)CSc1ccc2c(c1)OCCO2)c1c(N)n(CC(C)C)c(=O)[nH]c1=O	-2%	0%	21	i	20%	-19%	14%	-6%	x
CC1=NN(CCc2ccccn2)C(=O)CC1	-6%	-3%	-12	i	17%	i	-2%	-7%	-18%
CC(=O)Nc1ccc(-c2cc(C(=O)O)c3ccc(C)cc3n2)cc1	-1%	-2%	-12	i	5%	i	-19%	-5%	31%
CCCN(Cc1ccccc1)C(=S)NC(=O)c1ccccc1[N+](=O)[O-]	18%	-1%	-2	i	u	-5%	u	8%	11%
COc1ccc(N2CC(C(=O)Nc3nnc(SCC(=O)NCc4ccco4)s3)CC2=O)cc1 (stereo unspecified)	-11%	-1%	-14	i	-4%	-3%	-22%	-7%	43%
C[C@H](CO)N1C[C@H](C)[C@@H](CN(C)C(=O)Nc2ccc3c(c2)OCO3)Oc2c(NC(=O)Nc3ccc(C(F)(F)F)cc3)cccc2C1=O	-12%	-7%	94	i	u	-73%[inhibitor]	4%	-10%	22µM*
CC(=O)NCC(=O)OCC(=O)c1ccc(C)cc1	-4%	-12%	-8	i	4%	-9%[57.5 µM]	0%	2%	-10%
Cc1ccc(CN2CCN(Cc3ccc(C)s3)CC2CCO)cc1 (stereo unspecified)	-4%	9%	-96*	i	u	i	-11%	-1%	2%
Cc1onc(-c2ccccc2Cl)c1C(=O)N1CCC(C)CC1	11%	5%	-22	i	-7%	i	18%	-5%	-1%
COc1cc2c(cc1OC)-c1cc(Nc3ccccc3)nc(=O)n1CC2	11%	31%	9	i	188%[activator]	-15%	-12%	-21%	15%
O=C(NCCCN1CCOCC1)C(=O)N/N=C/c1ccc(F)cc1	2%	-5%	-3	i	24%	12%	-7%	-5%	-19%
Cc1onc(-c2ccccc2)c1C(=O)OCC(=O)c1ccc(F)cc1	0%	6%	-12	i	u	-32%[inhibitor]	20µM*	3%	23%
CC(C)C(=O)NC(CC(=O)O)c1ccccc1 (stereo unspecified)	-7%	0%	2	i	27%	i	-1%	-13%	6%
COc1ccc(-c2nnc(C3CCN(S(=O)(=O)c4ccccc4)CC3)o2)cc1	5%	0%	21	i	u	i	u	2%	32%
Cc1cc(OCc2cc(C(=O)N(C)Cc3ccccn3)no2)cc(C)c1Cl	5%	0%	4	i	2µM*	-34%	u	u	u
Cc1cc(C)n2nc(C(=O)NC3CCCc4ccccc43)nc2n1 (stereo unspecified)	-2%	3%	-17	i	-13%	6%	-13%	-18%	24%

(continued)
SMILES	aSyn yeast inh	GLP1R ag	D3 antag	Akt phos inh	GLP1R inv ag	PTHR1 agonist	TDP-43 yeast inh	Abeta yeast res	FUS suppressor
CCCc1ccc(C(C)NC(=S)NC2CCCCC2)cc1 (stereo unspecified)	-15%	1%	-9	i	u	-28%	11%	11µM*	31%
CN(C)CCN1C(=O)C(O)=C(C(=O)c2cc3ccccc3o2)C1c1cccc(Br)c1 (stereo unspecified)	-13%	-12%	u	u	-3%	i	-27%	-6%	40%
Clc1ccc(NCc2cccnc2)c(Cl)c1	13%	16%	10	i	u	-50%[inhibitor]	16%	-4%	21%
CCOC(=O)N1CCN(C(=O)CCn2nc(-c3ccccc3)ccc2=O)CC1	11%	2%	9	i	12%	i	27%	-4%	6%
CCc1ccccc1NC(=O)c1cc2sccc2n1C	-1%	4%	-16	i	u	-2%	13µM*	0%	-6%
O=C(O)CN1C(=O)/C(=C\c2cc(Br)ccc2OCc2ccccc2F)SC1=S	-44%[inhibitor]	0%	24	i	-24%	i	2%	-26%	23%
COc1cc(CC(=O)OCC(=O)Nc2ccccc2C#N)cc(OC)c1OC	6%	8%	21	i	-11%	-35%[inhibitor]	0%	-4%	-14%
CC1Cc2ccccc2N1C(=O)CSc1ncccn1 (stereo unspecified)	-1%	4%	-24	i	28%	i	-14%	0%	27%
Cc1nc2ccccc2c(=O)n1NC(=O)C1CC1C (stereo unspecified)	6%	-1%	16	i	14%	i	11%	2%	-7%
O=C(O)Cn1c(SC2CCCCC2)nc2ccccc21	-8%	-11%	-20	i	6%	-8%[57.5 µM]	-19%	-7%	15%
O=C(O)CSc1cc(C(=O)c2ccccc2O)cn2c(=O)c3c4c(sc3nc12)CCCC4	1%	2%	-14	i	-15%	-15%	-17%	-11%	3%
CC(C)NC(=O)Nc1ccc2c(c1)C(=O)N([C@H](C)CO)C[C@H](C)[C@@H](CN(C)S(=O)(=O)c1cn(C)cn1)O2	1%	19%	-16	i	6%	-14%	5%	-6%	0%
Cc1ccc(S(=O)(=O)Nc2c(C)n(C)n(-c3ccccc3)c2=O)cc1C(=O)OCC(=O)N1CCCC(C)C1 (stereo unspecified)	6%	18%	3	i	2%	i	-1%[0.397 µM]	6%	21%
CC(C)c1ccc(CCNC(=O)CCNS(=O)(=O)c2ccc(Br)cc2)cc1	-4%	7%	-3	i	16%	i	1%	-14%	2%
CCCCOCCCNC(=O)c1ccc2c(c1)OCO2	2%	0%	9	x	u	-4%[57.5 µM]	4%	11%	15%
CCOC(=O)c1ccc(CNC(=O)C2CCC(=O)N(CCc3ccccc3)C2)o1 (stereo unspecified)	3%	1%	2	i	-14%	i	-9%	1%	-9%
CN(C)S(=O)(=O)c1cccc(NC(=O)COC(=O)CCOc2ccccc2)c1	-7%	4%	-9	i	10%	i	-4%[9.22 µM]	0%	10%
Cc1ccc(CN2C(=O)c3oc4ccc(C)cc4c(=O)c3C2c2ccc(O)cc2)cc1 (stereo unspecified)	x	x	x	x	-34%	-14%	8%	1%	-9%
O=C(CSc1ccccn1)Nc1nc2ccccc2s1	-8%	0%	9	i	1%	-2%	4%	-6%	4%
O=C(NCCCN1CCOCC1)C1(c2ccccc2)CCOCC1	-4%	-9%	-2	i	43%	-6%[57.5 µM]	-6%	-5%	1%

Later entries
SMILES	aSyn yeast inh	GLP1R ag	D3 antag	Akt phos inh	GLP1R inv ag	PTHR1 agonist	TDP-43 yeast inh	Abeta yeast res	FUS suppressor
CCOc1ccc(NC(=O)CNC(=O)Cc2ccccc2)cc1	1%	13%	-18	i	0%	-14%	-14%	7%	-22%
O=C(Cn1cnc([N+](=O)[O-])n1)N/N=C/c1ccc2ccccc2c1	4%	6%	-8	i	-11%	-1%	-10%	-7%	-5%
COc1ccc(N(CC(=O)NCCc2ccccc2)S(=O)(=O)c2c(C)nn(C)c2C)cc1	x	1%	x	x	5%	26%	14%	-2%	18%
CC(=O)NCCNc1nc(NCc2ccccc2)nc2ccsc12	2%	27%	-4	i	-20%	i	0%	1%	-17%
O=C(NCCc1ccccn1)C1CCN(S(=O)(=O)c2ccc3ccccc3c2)CC1	-4%	1%	1	i	-8%	-6%	-10%	-4%	9%
Cc1ccc(S(=O)(=O)N2CCCC2)cc1C(=O)NCCOc1ccccc1	-5%	-1%	4	i	-16%	-14%	11%	-12%	2%
COCCn1nnnc1C(c1cc2cc(C)ccc2[nH]c1=O)N1CCCCCC1 (stereo unspecified)	3%	-3%	-12	i	49%[activator]	i	-15%	-14%	22%
O=C(COC(=O)c1cc(=O)[nH]c2ccccc12)Nc1ccc(F)cc1F	-5%	1%	-23	i	0%	-19%	u	-16%	17%
CCc1nc2ccc(C(=O)N(CC)CC(=O)Nc3c(F)cccc3F)cc2nc1CC	-10%	7%	6	i	24%	u	7%	0%	12%
Cc1cc(Br)ccc1OCC(=O)NNC(=O)CCc1ccccc1	0%	7%	2	i	-1%	i	-20%	-9%	-4%
CC1CCCC(NC(=S)NC(=O)c2ccccc2Br)C1C (stereo unspecified)	-6%	19%	-29	i	u	i	4%	-7%	x
CCCn1c(=O)c2c(nc3n2CCS3)n(C)c1=O	-3%	4%	20	i	101%[activator]	i	-3%[0.397 µM]	-2%	5%
CCOc1ccc(C(=O)NCC(=O)Nc2ccncc2)cc1OCC	1%	-6%	3	i	8%	-17%	20%	4%	15%
